Tau ThT inhib: blocks human tau fibril formation measured by thioflavin T | Potency, µM (highest dose often 57.4 µM), for inactives: at the highest dose activity, negative = inhibition, hits mostly inhibitors | 2.1% of 270,000 active | AID 1460 | recombinant tau K18 P301L, heparin-induced fibrillization, ThT fluorescence | P10636; further: on the % scale 0 is the no-effect control and ±100 the full control effect; nearly all actives have a fitted effect of over 55% in size
Target sequence (P10636 561-689 P618L limits assumed): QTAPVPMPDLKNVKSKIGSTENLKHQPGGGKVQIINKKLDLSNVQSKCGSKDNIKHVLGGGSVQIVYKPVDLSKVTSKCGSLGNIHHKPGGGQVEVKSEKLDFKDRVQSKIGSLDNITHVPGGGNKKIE
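Heparin-induced (20 uM) aggregation of recombinant human K18 P301L tau, 15 uM unlabeled with 0.24 uM labeled, pH 7 acetate buffer, 6 hr at 37 C with compound. Fibrils quantified by 30 uM ThT fluorescence after 1 hr ambient incubation.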
HTT cytoprotect: protects HTT-Q103 PC12 cells, measured by ATP | PC12 HTT-Q103 induced, cytoprotection, ATP luminescence, 40 h | Potency, µM (titrated, usually from 56.4 µM), inactives show cytoprotection (ATP increase), most hits filed as activators | 0.14% of 230,000 active | AID 1471;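 further: % of control where 0% means no effect; nearly all actives have a fitted effect of over 45% in size; toxic huntingtin expression switched on by the ecdysone agonist tebufenozide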
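Stable PC12 Q103-GFP cells in serum-supplemented, phenol red-free DMEM; induction by tebufenozide at 100 nM final; compound dose series; cell viability quantified luminescently from ATP.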
Tau fluor counter: counter-screen for tau fibril formation inhibitors. tau K18 P301L Alexa594 fluorescence, heparin fibrillization. Potency, µM (top dose mostly 57.7 µM), inactives show top-dose activity change, negative = decrease. 0.93% of 280,000 active. AID 1463; further: on the % scale 0 is the no-effect control and ±100 the full control effect; nearly all actives have a fitted effect of over 55% in size
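Human tau K18 P301L (15 uM unlabeled, 0.24 uM Alexa 594-labeled) in 100 mM sodium acetate pH 7 with 20 uM heparin, 6 hr at 37 C. ThT 30 uM added, 1 hr ambient; Alexa 594 FP and total fluorescence read at 555/632 nm.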
ALDH1A1 inh: ALDH1A1 (human) enzyme inhibition | Purified ALDH1A1, NADH fluorescence, propionaldehyde substrate | Potency, µM (doses to about 75.3 µM), for the others: at the highest dose activity, negative = inhibition, most hits filed as inhibitors | 7.3% of 220,000 active | AID 1030; active means well fitted inhibition curve with a large enough effect, not every such curve was filed as active; inconclusive means small, poorly fitted or top-dose-only effect, or another doubt; inactive means no such curve, though single readings can be large or run the other way;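 further: plate controls were no enzyme wells and a reference inhibitor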
Target sequence (P00352 whole entry, looked up): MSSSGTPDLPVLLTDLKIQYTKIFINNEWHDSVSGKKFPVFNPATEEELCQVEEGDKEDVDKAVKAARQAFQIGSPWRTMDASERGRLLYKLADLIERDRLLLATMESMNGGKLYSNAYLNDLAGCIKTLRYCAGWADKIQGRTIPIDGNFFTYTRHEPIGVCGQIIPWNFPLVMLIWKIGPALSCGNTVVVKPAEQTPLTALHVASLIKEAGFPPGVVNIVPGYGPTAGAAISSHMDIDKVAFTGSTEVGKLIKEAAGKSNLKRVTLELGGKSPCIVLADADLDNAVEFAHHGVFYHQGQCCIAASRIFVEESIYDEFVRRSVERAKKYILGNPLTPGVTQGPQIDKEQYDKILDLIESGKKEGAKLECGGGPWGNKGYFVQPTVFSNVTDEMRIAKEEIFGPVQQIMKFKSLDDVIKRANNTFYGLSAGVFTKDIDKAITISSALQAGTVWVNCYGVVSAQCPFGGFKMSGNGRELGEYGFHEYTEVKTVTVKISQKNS
Tau FP inhib: inhibitors of human tau fibril formation | 0.39% of 280,000 active | P10636 | K18 P301L tau heparin fibrillization, Alexa594 FP, 6 h | Potency, µM (top dose mostly 57.7 µM), inactives show at the top dose activity, negative = inhibition, actives largely listed as inhibitors; further: on the % scale 0 is the no-effect control and ±100 the full control effect; nearly all actives have a fitted effect of over 55% in size
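Quantitative HTS format: compounds meet 15 uM recombinant K18 P301L tau and Alexa 594-tau tracer in 100 mM sodium acetate pH 7; 20 uM heparin triggers fibrillization at 37 C over 6 hr; FP gives the signal.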
JMJD2E inh: inhibitors of human JMJD2E histone demethylase; AID 2147; B2RXH2; Potency, µM (doses to about 57.1 µM), without a hit: at the top dose activity change, negative = inhibition, usual class: inhibitors; JMJD2E catalytic domain, FDH-coupled NADH fluorescence (FDH is formaldehyde dehydrogenase); 1.6% of 230,000 active; active means well fitted inhibition curve with a large enough effect, not every such curve was filed as active; inconclusive means small, poorly fitted or top-dose-only effect, or another doubt; inactive means no such curve, though single readings can be large or run the other way;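 further: 0% = wells with enzyme and -100% = buffer wells without enzyme; nearly all actives have a fitted effect of over 50% in size; many of its hits are not listed in these tables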
Target sequence (B2RXH2 1-337 limits assumed): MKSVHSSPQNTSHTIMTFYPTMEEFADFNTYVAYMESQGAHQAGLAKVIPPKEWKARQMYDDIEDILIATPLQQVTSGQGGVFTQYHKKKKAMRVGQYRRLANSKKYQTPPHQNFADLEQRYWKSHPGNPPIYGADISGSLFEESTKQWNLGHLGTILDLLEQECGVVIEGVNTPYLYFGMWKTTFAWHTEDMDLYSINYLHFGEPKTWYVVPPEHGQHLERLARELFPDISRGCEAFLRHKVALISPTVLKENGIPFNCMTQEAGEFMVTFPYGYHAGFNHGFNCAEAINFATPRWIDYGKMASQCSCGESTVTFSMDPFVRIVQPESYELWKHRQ
HTT aggregate: reduces HttQ103-GFP aggregates in PC12 cells; 1.1% of 220,000 active; PC12 HttQ103-GFP aggregates, Acumen cytometry, 40 h; Potency, µM (series often up to 46.1 µM), without a hit: at the highest dose activity change, negative = inhibition, actives largely listed as inhibitors; further: on the % scale 0 is the no-effect control and ±100 the full control effect; nearly all actives have a fitted effect of over 60% in size
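Ecdysone-promoter PC12 model expressing HTT exon 1 Q103 fused to GFP, induced by tebufenozide at 100 nM final. Compounds titrated; aggregates sized 1–25 µm scored on a 488 nm laser cytometer.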
SMN2 splice enh: increases expression of the SMN2 splice variant; HEK293 SMN2-luciferase splicing reporter, luminescence, 30-36 h; Potency, µM (doses to about 46.1 µM), inactives show at the top dose activity change, positive = activation, hits mostly activators; 2.8% of 210,000 active; further: % of control where 0% means no effect; nearly all actives have a fitted effect of over 55% in size
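HEK293 cells carry an SMN2 […]–luciferase reporter in which exon 7 inclusion puts luciferase in frame. Cells were plated 10-12 h before compound addition, then incubated 30-36 h at 37C. ONE-Glo luminescence was read; sodium butyrate at 4.5 mM final served as control.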
Starred values were filed as active, the others as inactive; ? = inconclusive; nt = not tested or not shown; [ ] = remark or other dose. Unless noted, the call rests on the fitted dose curve; in most records, active means well fitted curve in the direction sought with a large enough effect; inconclusive means small, poorly fitted or top-dose-only effect, or another doubt; inactive means no such curve, though single readings can be large; an effect the other way counts as inactive or inconclusive. Potency means the concentration at half of the fitted maximal effect. These rows are one share of the data, so the mix of outcomes need not match the whole.

Below each compound – Tau ThT inhib, HTT cytoprotect, Tau fluor counter, ALDH1A1 inh, Tau FP inhib, JMJD2E inh, HTT aggregate, SMN2 splice enh
- CCCCNC(=O)NC12CC3CC(CC(C3)C1)C2
  7%, nt, -1%, -15%, 2%, -4%, -21%, 4%
- CC(=O)Nc1ccc(S(=O)(=O)N2CCN(CC3CC4C=CC3C4)CC2)cc1 (stereo not given)
  -7%, 5%[10 µM], -26%, 4.5µM*, ?, ?, 7%[9.22 µM], nt
- O=c1c2ccccc2c(C=NCCCN2CCOCC2)c(O)n1Cc1ccc2c(c1)OCO2
  -7%, -67%[inhibitor], ?, -11%, 5%, -23%, 11%, 1%
- CCCCCOC(=O)c1cc(=O)[nH]c2ccccc12
  -16%, -2%, -3%, ?, 9%, ?, 1%, nt
- CN(C)c1ccc(CNC(=O)C(Cc2ccccc2)NS(=O)(=O)c2ccc3c(c2)oc(=O)n3C)cc1 (stereo not given)
  0%, nt, -21%, nt, 6%, nt, nt, 2%
- CC(C)N1CCN(Cc2cccc(-n3cccn3)c2)CC1CCO (stereo not given)
  -5%, -8%[10 µM], -3%, 4%, 3%, 2%, -23%[9.22 µM], nt
- Cc1cccc(/C=N\NC(=O)c2csnn2)c1
  1%, -17%, 2%, -52%, -1%, 7%, -11%, 17%
- CCCCn1c(=S)[nH]c2cc(S(=O)(=O)N3CCCCC3)ccc21
  -13%, -6%, -21%, ?, 7%, 2%, -26%, 4%
- CCn1cc(C(=O)N(C)c2ccc(C(C)C)cc2)c2cc(OC)c(OC)cc2c1=O
  -10%, nt, -12%, nt, -4%, nt, nt, -1%
- Cc1nnc(SCc2ccccc2C#N)n1-c1ccccc1
  3%, -22%[0.074 µM], 6%, ?, 3%, 1%, 11%, 7%
- CCCS(=O)(=O)N1CCN(Cc2ccco2)CC1
  -7%, ?, 1%, ?, 5%, ?, 1%, -21%
- Cc1cccc(CC(Cc2nc3ccccc3[nH]2)c2nc3ccccc3[nH]2)c1 (stereo not given)
  -12%, 4%[10 µM], ?, 4%, -16%, 9%, ?, -36%[inhibitor]
- Cc1ccc(SCC(=O)NC(=O)NCc2ccco2)cc1C
  -9%, 18%, -9%, -5%, 1%, -4%, -16%, -5%
- COc1ccc(C(=O)NCCc2nnc(SCC(=O)Nc3ccc(Br)cc3)n2C)cc1
  -6%, 11%[10 µM], -13%, -11%, -13%, 5%, 2%, 1%
- CC(=O)Nc1cccc2c1OCCO2
  -10%, 5%[0.074 µM], -6%, -2%, -3%, -5%, -4%, 13%

Complete entries, looked up by structure. Order of screens: Tau ThT inhib	HTT cytoprotect	Tau fluor counter	ALDH1A1 inh	Tau FP inhib	JMJD2E inh	HTT aggregate	SMN2 splice enh
CC(C)N1CCN(Cc2cccc(-n3cccn3)c2)CC1CCO (stereo not given) is entered as -5%	-8%[10 µM]	-3%	4%	3%	2%	-23%[9.22 µM]	nt
CCCCNC(=O)NC12CC3CC(CC(C3)C1)C2 is entered as 7%	nt	-1%	-15%	2%	-4%	-21%	4%
COc1ccc(C(=O)NCCc2nnc(SCC(=O)Nc3ccc(Br)cc3)n2C)cc1 is entered as -6%	11%[10 µM]	-13%	-11%	-13%	5%	2%	1%

Looked up by compound from the entries so far, 2 records:
Below each compound – Tau ThT inhib, HTT cytoprotect, Tau fluor counter, ALDH1A1 inh, Tau FP inhib, JMJD2E inh, HTT aggregate, SMN2 splice enh
- COc1ccc(C(=O)NCCc2nnc(SCC(=O)Nc3ccc(Br)cc3)n2C)cc1
  -6%, 11%[10 µM], -13%, -11%, -13%, 5%, 2%, 1%
- Cc1nnc(SCc2ccccc2C#N)n1-c1ccccc1
  3%, -22%[0.074 µM], 6%, ?, 3%, 1%, 11%, 7%

Back to the main list, starting two compounds before the break.
Below each compound – Tau ThT inhib, HTT cytoprotect, Tau fluor counter, ALDH1A1 inh, Tau FP inhib, JMJD2E inh, HTT aggregate, SMN2 splice enh
- COc1ccc(C(=O)NCCc2nnc(SCC(=O)Nc3ccc(Br)cc3)n2C)cc1
  -6%, 11%[10 µM], -13%, -11%, -13%, 5%, 2%, 1%
- CC(=O)Nc1cccc2c1OCCO2
  -10%, 5%[0.074 µM], -6%, -2%, -3%, -5%, -4%, 13%
- Cc1ccc(OCC(O)CN2CCN(Cc3ccc4c(c3)OCO4)CC2)cc1C (stereo not given)
  -1%, -28%[0.074 µM], 1%, -2%, -2%, -14%, 4%, -16%
- O=C(NCc1ccc(Cl)cc1)c1noc2c1CCCCC2
  2%, -8%, -6%, ?, 12%, 6%, -5%, 29%
- Cc1ccc(Nc2nnc(-c3ccccc3N)o2)cc1C
  nt, 4%[10 µM], ?, nt, 6%, ?, 0%[9.22 µM], nt
- O=C(NCCc1ccco1)c1nn(Cc2ccccc2)c(=O)c2ccccc12
  0%, 7%, -8%, 18µM*, -17%, 2%, -7%, -7%
- CC(C)Cc1csc(NC(=O)c2ccc(Br)cc2)c1C(=O)O
  ?, -6%[10 µM], -18%, 8%, 2%, 1%, -3%[9.22 µM], nt
- COc1cc(OC)c(C2N(c3ccc(Cl)cc3)C(=O)C3CCCN32)cc1OC (stereo not given)
  2%, -10%, -4%, 5%, -4%, -6%, -27%, -10%
- Cc1ccccc1OCc1nc2ccc(S(=O)(=O)N3CCOCC3)cc2[nH]1
  -24%, 9%, -18%, 10µM*, -11%, -6%, 17%[9.22 µM], -5%
- O=C(CSc1nccc(=O)[nH]1)Nc1ccc(F)c(Cl)c1
  -2%, -1%, 9%, ?, -2%, 1%, -5%, -6%
- COC(=O)Nc1nnc(/C=C/c2ccc(OC)cc2)s1
  12%, -17%[10 µM], 8%, ?, 1%, 0%, -8%, 8.9µM*
- COc1cc2oc3ccccc3c2cc1N(CC(=O)N(C)C)S(=O)(=O)c1ccc(C)cc1
  -22%, -2%, -22%, -4%, 4%, -2%, 2%, 27%
- COc1ccc(CC(=O)NCc2ccccc2Cl)cc1S(=O)(=O)N1CCOCC1
  1%, -2%, -1%, -3%, -6%, 5%, 0%, 5%
- CC(C)Cn1cnc2c1c(=O)n(CC(=O)Nc1ccc3c(c1)OCO3)c(=O)n2Cc1ccccc1
  -3%, 0%[10 µM], -25%, ?, 11%, 9%, -5%, -1%
- CCOC(=O)c1c(N)c(C#N)cn1-c1ccccc1
  -15%, 13%[10 µM], -11%, -11%, -10%, ?, -9%, 6%
- Cc1ccc(N/C=C2\C(=O)C3(C)CCC2C3(C)C)cc1C (stereo not given)
  ?, -3%, -28%, 14µM*, ?, 4%, ?, -17%
- CCOC(=O)C1(CCOc2ccccc2)CCN(Cc2ccc(-n3cccn3)cc2)CC1
  -9%, 30%[10 µM], -17%, -11%, 0%, -28%, 25%[9.22 µM], nt

Some of these compounds in order of the Tau ThT inhib value, descending.
Molecule,Tau ThT inhib,ALDH1A1 inh,Tau FP inhib,JMJD2E inh,HTT aggregate,SMN2 splice enh
O=C(NCCc1ccco1)c1nn(Cc2ccccc2)c(=O)c2ccccc12,0%,18µM*,-17%,2%,-7%,-7%
O=C(CSc1nccc(=O)[nH]1)Nc1ccc(F)c(Cl)c1,-2%,?,-2%,1%,-5%,-6%
CC(C)Cn1cnc2c1c(=O)n(CC(=O)Nc1ccc3c(c1)OCO3)c(=O)n2Cc1ccccc1,-3%,?,11%,9%,-5%,-1%
CCOC(=O)C1(CCOc2ccccc2)CCN(Cc2ccc(-n3cccn3)cc2)CC1,-9%,-11%,0%,-28%,25%[9.22 µM],nt
CCOC(=O)c1c(N)c(C#N)cn1-c1ccccc1,-15%,-11%,-10%,?,-9%,6%

Next section
Below each compound – Tau ThT inhib, HTT cytoprotect, Tau fluor counter, ALDH1A1 inh, Tau FP inhib, JMJD2E inh, HTT aggregate, SMN2 splice enh
- CCC(Oc1ccccc1)C(=O)Nc1nnc(C(F)(F)F)s1 (stereo not given)
  2%, 0%[10 µM], -1%, -11%, 2%, 5%, 25µM*, -29%
- Cc1c(-c2ccccc2)oc2c(C(=O)OCC(=O)Nc3ccc(C(N)=O)cc3)cccc2c1=O
  ?, nt, ?, ?, ?, -7%, -6%, 6%
- COc1ccc(NC(=O)Nc2ccc(C(C)C)cc2)cc1
  -11%, 3%[10 µM], -23%, nt, 9%, 14%, -4%[9.22 µM], nt
- CC(C)(C)C(=O)NCCc1nc2ccccc2n1CCCCOc1ccc(Cl)cc1
  -8%, nt, -5%, nt, 9%, nt, nt, -35%[inhibitor]
- CC(C)(C)c1cc(C(=O)NCCN2CCCC2)cc(C(C)(C)C)c1
  7%, ?, -11%, 8%, 8%, 2%, -18%, -6%
- COCCN(C(=S)Nc1ccc(OC)cc1)C(C)c1cccs1 (stereo not given)
  3%, 11%[10 µM], -11%, 2%, -2%, -1%, 1%, -4%
- O=C1CC(c2ccccc2)CC(O)=C1C=NCCN1CCNCC1 (stereo not given)
  -7%, 3%, 3%, 1%, -1%, 0%, 13%, -8%
- COC(=O)c1sc(-c2ccccc2)cc1NC(=O)Nc1ccccc1Cl
  0%, nt, -29%, nt, ?, nt, nt, 6%
- CNS(=O)(=O)c1cccc(C(=O)OCc2cc(=O)n3cc(Br)ccc3n2)c1
  -12%, nt, -6%, ?, -3%, 8%, 9%, -1%
- COc1cccc(C2C(C(=O)Nc3ccc(Cl)cc3)=C(C)Nc3nc4ccccc4n32)c1 (stereo not given)
  6%, nt, ?, nt, ?, nt, nt, -4%
- Cc1cc(C)cc(Oc2ccc(N)cc2)c1
  0%, -18%, -18%, ?, -1%, -2%, 7%, 13µM*
- O=C(CCC(=O)OCc1cccc([N+](=O)[O-])c1)Nc1ccccc1Cl
  0%, 6%, -2%, 2%, -3%, -5%, 2%, 4%
- COc1cc(C=O)ccc1OCCCOc1ccccc1C(=O)O
  6%, 4%, 7%, -2%, 10%, -15%, 3%, 14%
- NC(=O)c1ccc(-c2ccccc2F)cc1
  -11%, 6%[10 µM], -5%, nt, 6%, -2%, 16%[9.22 µM], nt
- CCOc1ccc(NC(C(=O)Nc2cccc(C(C)=O)c2)c2ccccc2)cc1 (stereo not given)
  ?, -15%[10 µM], ?, -3%, ?, -3%, -5%, 9%
- Cc1noc(C)c1C(=O)NCCc1ccccc1
  -3%, 4%, 4%, 2%, 8%, 3%, 0%, 8%
